B2AR arrestin: recruits beta-arrestin to the human beta2-adrenergic receptor. beta-arrestin recruitment to beta2AR, cell-based reporter. Potency, µM (titrated, usually from 46.1 µM), inactives show at the top dose activation, usual class: activators. actives 0.02% (n = 330,000). AID 492947;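 also: potency is read from the fitted curve at half-maximal effect; 0% = DMSO controls and full agonism = EC100 isoproterenol or metaproterenol; nearly all actives have a fitted effect of over 65% in size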
Target sequence (P07550 whole entry, looked up): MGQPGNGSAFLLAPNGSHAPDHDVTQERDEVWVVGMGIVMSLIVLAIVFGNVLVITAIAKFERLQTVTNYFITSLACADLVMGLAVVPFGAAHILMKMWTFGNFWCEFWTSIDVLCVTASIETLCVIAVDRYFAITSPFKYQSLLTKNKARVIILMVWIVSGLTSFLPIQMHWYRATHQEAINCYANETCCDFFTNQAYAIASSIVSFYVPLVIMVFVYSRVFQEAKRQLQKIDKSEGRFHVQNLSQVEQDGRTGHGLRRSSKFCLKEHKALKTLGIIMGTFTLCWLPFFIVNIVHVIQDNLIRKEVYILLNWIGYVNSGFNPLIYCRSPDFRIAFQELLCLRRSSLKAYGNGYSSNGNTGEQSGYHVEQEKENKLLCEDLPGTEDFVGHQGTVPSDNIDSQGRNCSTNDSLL
TRPV1 ag: activates the human vanilloid receptor TRPV1; Q8NER1; TRPV1-expressing cells, Fluo-8 calcium influx, agonist mode; activation, % at 8.33 µM; actives 0.19% (n = 320,000); AID 540275; in the data active = activation above about 80%; inconclusive = between about 30% and that limit; also: 0% is about no effect
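Fluo-8 calcium influx in TRPV1-expressing cells, kinetic read (ex 480/em 520 nm). Compound added and read 3 min for agonist activity, followed by capsaicin at EC20 final and 2 min further read for enhancement.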
Integrin act MD: activates integrin-mediated alleviation for muscular dystrophy | alpha7betagal myoblasts, beta-gal FDG fluorescence, 48 h | Potency, µM (highest dose often 38.3 µM), without a hit: at the highest dose activation, most hits filed as activators | actives 0.064% (n = 350,000) | AID 624291;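 also: potency is read from the fitted curve at half-maximal effect; 100% = response of the positive control SU9516; nearly all actives have a fitted effect of over 60% in size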
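alpha7betagal+/- myoblasts (passage 13, 250/well) treated 48 h at 37C with compounds at 1:260 dilution of DMSO stock. Lysed, then beta-galactosidase activity read as FDG fluorescence (ex 480/em 540) after 30 min, with pre-read for autofluorescence.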
Eya2 phos inh: inhibitors of human Eya2 phosphatase activity; O00167; recombinant Eya2, OMFP fluorescence dephosphorylation (OMFP is methylfluorescein phosphate); Potency, µM (doses to about 76.9 µM), without a hit: at the highest dose activity, negative = inhibition, hits mostly inhibitors; actives 0.006% (n = 330,000); AID 488837; also: potency is read from the fitted curve at half-maximal effect; % is scaled to controls: 0 for no effect and ±100 for the full control effect
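Eya2 (0.2 uM) preincubated 10 min at ambient with compound, then OMFP substrate added at 50 uM; 10 min reaction in 50 mM HEPES pH 7.5, 50 mM NaCl, 5 uM MgCl2, 0.05% BSA, 1 mM DTT. Fluorescence read at Ex 485/Em 525 nm.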
ASM inhibitor: blocks human secretory acid sphingomyelinase; P17405; placental ASM, HMU-PC fluorogenic substrate, 60 min; Potency, µM (titrated, usually from 57.5 µM), for the others: at the top dose activity change, negative = inhibition, hits mostly inhibitors; actives 0.006% (n = 340,000); also: potency is read from the fitted curve at half-maximal effect
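Fluorescence read-out (Ex 386 nm, Em 447 nm) after stopping the reaction at pH 10. Enzyme: ASM from human placenta; substrate HMU-PC0, 9 uM final; 60 min, 37 °C. Compound preincubation 10 min, ambient temperature.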
BRCA1 expr up: BRCA1 expression activation; MCF7-BRCA1-FFLuc reporter, luminescence, 48 h; response scale: scaled: vehicle 0%, 10 µM genistein 100%; Potency, µM (series often up to 46.1 µM), for inactives: top-dose activation, most hits filed as activators; actives 1.1% (n = 380,000); AID 624202; also: potency is read from the fitted curve at half-maximal effect; nearly all actives have a fitted effect of over 80% in size; some results filed as inactive show a strong effect at the top dose
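Compounds are tested at multiple concentrations on MCF7 BRCA1-luciferase reporter cells seeded at 2000 per well; after 48 h, a single luminescence end-point is taken and curves fitted to the normalized data.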
p53 reactivator: re-activators of mutant p53 | H1299 p53-A138V BP100-luciferase reporter, luminescence, 24 h | Potency, µM (series often up to 92.2 µM), inactives show at the highest dose activity change, positive = activation, actives largely listed as activators | actives 0.063% (n = 320,000) | AID 504706; also: potency is read from the fitted curve at half-maximal effect; % of control where 0% means no effect; nearly all actives have a fitted effect of over 45% in size
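H1299 (p53-null), stable ts p53-A138V + BP100-Luc; 1000 cells/well, Opti-MEM/10% FBS; cpd 4 pt, 1:5; 24 h, 37 deg C, 5% CO2; detection reagent 10 min RT; luminescence.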
ELG1 genotoxic: genotoxicity induction in ELG1-luciferase HEK293T cells | actives 1.3% (n = 330,000) | Potency, µM (doses to about 46 µM), for the others: at the top dose activity change, positive = activation, hits mostly activators | HEK293T ELG1-luciferase reporter, luminescence, 16 h; also: potency is read from the fitted curve at half-maximal effect; % of control where 0% means no effect; nearly all actives have a fitted effect of over 60% in size
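16 hr compound incubation (37 °C, 5% CO2) of HEK293T cells carrying luciferase-tagged ELG1; luciferase then measured by ONE-Glo luminescence after 30 min at RT.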
PTAP TSG101 blk: blocks PTAP/TSG101 interaction to inhibit HIV-1 budding. Q99816. Fluorescence polarization, FITC-PTAP peptide / Tsg101 binding. Potency, µM (series often up to 115 µM), without a hit: top-dose activity change, negative = inhibition, most hits filed as inhibitors. 340,000 tested, under 10 active. AID 493005; active = well fitted inhibition curve with a large enough effect in the main read-out, with a control signal flat, not every such curve was filed as active; inconclusive = small, poorly fitted or top-dose-only effect, or effect the other way, or a change in a side signal; inactive = no such curve, though single readings can be large or run the other way; also: potency is read from the fitted curve at half-maximal effect; % of control where 0% means no effect
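Fluorescence anisotropy tracks displacement of a FITC-tagged PTAP peptide (50 nM) from the Tsg101 binding domain (10 uM), following a 20 min room-temperature incubation at pH 7.5.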
USP2a inh: USP2a (human) protease inhibition. USP2 core, Ub-CHOP2 coupled fluorogenic reporter, 485/531. Potency, µM (top dose mostly 38.3 µM), inactives show at the top dose activity change, negative = inhibition, usual class: inhibitors. actives 0.01% (n = 330,000). AID 463254;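 also: potency is read from the fitted curve at half-maximal effect; plate controls were DMSO wells for no effect and full inhibition by NEM control for full effect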
Target sequence (O75604 whole entry, looked up): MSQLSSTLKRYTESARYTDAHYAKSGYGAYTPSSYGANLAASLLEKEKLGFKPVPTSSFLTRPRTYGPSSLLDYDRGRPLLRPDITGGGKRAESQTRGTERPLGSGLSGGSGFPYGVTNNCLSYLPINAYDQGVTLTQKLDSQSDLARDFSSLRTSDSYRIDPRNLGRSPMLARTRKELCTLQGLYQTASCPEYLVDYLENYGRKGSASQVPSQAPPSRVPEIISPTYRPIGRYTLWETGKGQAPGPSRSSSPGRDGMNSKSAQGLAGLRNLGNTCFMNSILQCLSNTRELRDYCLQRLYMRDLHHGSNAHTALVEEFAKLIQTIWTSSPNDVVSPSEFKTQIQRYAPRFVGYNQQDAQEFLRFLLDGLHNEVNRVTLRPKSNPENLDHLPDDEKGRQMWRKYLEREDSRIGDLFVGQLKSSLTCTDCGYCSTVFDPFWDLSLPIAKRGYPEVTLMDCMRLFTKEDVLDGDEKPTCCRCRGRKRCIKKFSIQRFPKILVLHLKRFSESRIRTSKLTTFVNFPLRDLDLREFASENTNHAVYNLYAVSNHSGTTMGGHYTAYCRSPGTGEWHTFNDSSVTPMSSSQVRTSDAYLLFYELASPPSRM
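Deubiquitinase activity read as fluorescence (485/531 nm) after Ub-CHOP2 cleavage activates the enterokinase reporter on its substrate; USP2 core 10nM, Ub-CHOP2 and substrate 25nM each, 30min compound preincubation then 60min RT; data normalized to NEM, curves fitted.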
uPA surface inh: blocks generation of uPA at the cell surface; AID 540303; cell surface uPA generation assay, qHTS; Potency, µM (doses to about 38.3 µM), for inactives: top-dose activity change, negative = inhibition, most hits filed as inhibitors; actives 0.31% (n = 330,000); active = well fitted inhibition curve with a large enough effect; inconclusive = small, poorly fitted or top-dose-only effect; inactive = no such curve, though single readings can be large or run the other way; tested in mouse RAW 264.7 cells; also: potency is read from the fitted curve at half-maximal effect; % is scaled to controls: 0 for no effect and ±100 for the full control effect; nearly all actives have a fitted effect of over 55% in size
Numbers without * were called inactive; ? = inconclusive; · = no result given; & = joins results of further samples; [ ] = dose if it differs, or a comment. Unless noted, calls follow the shape of the dose curve; as a rule, active = well fitted curve in the direction sought with a large enough effect; inconclusive = small, poorly fitted or top-dose-only effect, or another doubt; inactive = no such curve, though single readings can be large; an effect the other way counts as inactive or inconclusive.

SMILES	B2AR arrestin	TRPV1 ag	Integrin act MD	Eya2 phos inh	ASM inhibitor	BRCA1 expr up	p53 reactivator	ELG1 genotoxic	PTAP TSG101 blk	USP2a inh	uPA surface inh
O=C(Nc1ccc2c(c1)C(=O)NC2=O)c1ccc2ncsc2c1	0.0%	-1.9	7.5%	7.7%	6.9%	?	-1.9%	?	-0.6%	0.9%	-0.2%
O=C(Nc1ccnn1C1CCN(C(=O)c2ccccc2C(F)(F)F)CC1)C1CC1	-0.3%	-8.6	1.9%	1.7%	4.5%	-0.2%	3.7%	0.9%	-5.3%	-1.1%	?
Cn1cc(S(=O)(=O)N2CCN(c3ccccc3)CC2)c(=O)n(C)c1=O	-0.3%	1.6	-15.2%	-17.7%	-0.4%	-17.1%	-8.0%	-7.1%	-2.7%	1.5%	10.3%
CSc1nc(-c2ccccc2)nc(NC(C)=O)c1C(C)=O	-0.1%	2.5	-15.3%	-20.6%	2.5%	-55.6%	-4.2%	1.4%	-7.7%	8.1%	0.8%
O=C1/C(=C/c2ccc(O)cc2)SC(=S)N1Cc1cccnc1	-0.8%	8.3	-33.8%	7.1%	2.8%	-21.5%	-1.9%	7.5%	-5.1%	2.5%	0.3%
COc1ccc(-n2c(SCC(=O)NCc3cccs3)nnc2-c2ccoc2C)cc1	-0.2%	0.8	-26.1%	-26.1%	0.7%	-6.2%	2.4%	-1.0%	-4.1%	3.0%	2.9%
CCOC(=O)N1CCN(C(=O)CCn2c(=S)[nH]c3cc(OCC)c(OCC)cc3c2=O)CC1	-0.2%	-1.4	·	10.3%	·	·	-14.8%	1.9%	·	3.1%	·
CC(C)c1nc(=S)c2ccccc2[nH]1	0.0%	-3.5	2.7%	5.8%	1.6%	-0.9%	-8.6%	8.4%	-2.9%	1.2%	-4.6%
CCC(C)[C@H]1CN=C(N)N1CCCc1cc(OC)c(OC)c(OC)c1 (stereo partly specified)	-0.4%	2.2	22.4%	5.4%	0.0%	0.0%	-1.8%	1.2%	-0.4%	-10.2%	1.7%
CN(C(=O)c1cccc(NC(=O)Cc2ccc(NC(=O)C3CCN(S(=O)(=O)c4cccc([N+](=O)[O-])c4)CC3)cc2)c1)C1CCCC1	·	·	9.6%	·	-4.6%	8.5%	·	·	-3.9%	·	3.3%
CCOC(=O)C1=C(COC(=O)c2ccc([N+](=O)[O-])o2)NC(=O)NC1C (stereo unspecified)	0.1%	5.7	-19.9%	-18.3%	2.3%	-18.3%	17.3%	-2.6%	-3.3%	-7.6%	10.6%
COc1ccc(CCN=C(N)C(C)c2ccccc2)cc1OC (stereo unspecified)	-0.2%	3.1	-25.0%	-10.6%	2.1%	-7.8%	-1.7%	-3.4%	5.5%	7.3%	0.2%
COc1ccc(COC(=O)CN2C(=O)NC3(CC(C)CC(C)(C)C3)C2=O)cc1F (stereo unspecified)	-0.4%	·	21.9%	-6.1%	0.9%	-18.0%	0.7%	-0.9%	-2.5%	0.3%	-4.3%
CC(C)Nc1nc(-c2ccccc2)nnc1-c1ccccc1	0.3%	14.6	-7.7%	-11.4%	-2.7%	-51.9%	-2.2%	-4.8%	-7.3%	0.3%	-13.7%
Cc1ccc(C(=O)OCCc2sc[n+](Cc3ccccc3)c2C)cc1	-0.2%	-0.7	16.2%	-1.0%	-0.6%	-26.3%	1.2%	-5.0%	2.3%	1.3%	-5.1%
CC(C)CCNc1ncnc2c1nnn2Cc1ccccc1Cl	0.1%	26.6	29.9%	2.2%	0.9%	-17.6%	-4.9%	1.0%	-0.7%	2.7%	-3.6%
C=C(C)COc1ccc(-c2nc(N)ncc2Oc2ccccc2OC)c(O)c1	0.2%	4.0	0.0%	8.8%	-17.5%	-81.9%	-13.1%	4.0%	-7.1%	0.5%	6.2%
CCOC(=O)/C(C#N)=C/c1cccc([N+](=O)[O-])c1	4.2%	2.5	15.0%	?	-0.3%	-5.0%	-3.5%	-2.8%	-1.1%	-0.8%	-4.0%
Cc1ccccc1-n1c(SCC(=O)Nc2ccccc2Cl)nc2n[nH]c(C)c2c1=N	-0.7%	-0.6	19.5%	4.8%	-17.8%	-54.8%	-8.0%	0.2%[9.26 µM]	-2.1%	-0.9%	-5.6%
CCOC(=O)CNS(=O)(=O)c1ccc2c3c(cccc13)C(=O)N2CC	0.6%	0.0	?	-4.4%	253.9%[activator]	-0.7%	-0.2%	8.0%	-12.0%	-2.5%	-4.1%
COc1ccc(-n2c(=O)c(CCC(=O)N3CCN(c4ccccc4O)CC3)nc3ccccc32)cc1	3.4%	1.8	-31.6%	14.2%	-3.6%	-43.8%	-6.7%	-29.8%	-5.6%	-1.5%	-5.5%
COC(=O)c1ccc(C(=S)NCC2(N(C)C)CCCCC2)cc1	0.5%	9.0	-11.9%	-4.5%	-0.9%	-17.0%	5.2%	0.7%	-0.1%	2.3%	-0.3%
COc1ccc2cc(/C=C/C(=O)c3ccco3)c(Cl)nc2c1	0.5%	-1.3	·	17.5%	·	·	28.6%	?	·	0.0%	·
Cn1c(NC(=O)C(C)(C)Oc2ccc(Cl)cc2)cc(=O)n(C)c1=O	0.4%	8.4	14.3%	-23.3%	6.7%	20.4%	6.1%	-10.6%	-2.9%	1.8%	14.0%
CC(C)Oc1ccc(C(=O)Nc2ccc(NC(=O)c3ccco3)c(Cl)c2)cc1	-0.4%	1.2	18.6%	0.8%	3.0%	96.5%	-2.4%	2.0%	-3.7%	-1.0%	-10.5%
C=CCNC(=S)NNC(=O)c1cccc2ccccc12	-0.5%	·	-23.8%	5.5%	0.8%	9.7%	5.8%	-4.2%	-0.9%	1.9%	1.7%
COc1ccc(C)cc1NC(=O)NC(C)c1ccc2c(c1)OCO2 (stereo unspecified)	-0.1%	?	-25.4%	-16.9%	0.0%	-21.2%	7.2%	7.0%	-1.8%	2.8%	-6.2%
CC(=O)N1CCN(CC(c2ccccc2)c2ccccc2)CC1	3.4%	-2.4	5.4%	-0.8%	-1.0%	2.0%	·	-0.9%	-5.6%	0.0%	-12.3%
O=C(CSC(=S)N1CCOCC1)N1N=CCC1c1ccccc1 (stereo unspecified)	0.0%	2.7	15.2%	9.7%	0.0%	49.9%	-1.9%	0.1%	-0.2%	4.1%	-4.7%
CCCC(=O)C1=C(O)C(C(=O)OC)C(C)(C)CC1=NC(C)(C)C (stereo unspecified)	0.2%	14.3	-16.4%	1.0%	-2.1%	-30.4%	-6.0%	2.8%	-0.9%	2.4%	0.8%
Oc1ccc(Cl)cc1C1=NNC(c2cc(Br)cc3c2OCOC3)C1 (stereo unspecified)	-0.1%	-2.2	-5.4%	5.9%	0.4%	-27.8%	-1.8%	-12.2%	3.5%	2.9%	-3.4%
Cc1cc(C)nc(CCNC(=O)CC2C(=O)NCCN2Cc2ccc(F)cc2Cl)n1 (stereo unspecified)	0.3%	1.3	-18.0%	-4.0%	-0.1%	-3.7%	-14.3%	2.8%	·	0.8%	0.4%
Cc1cccc(-n2c(Cc3cc(=O)[nH]c(=O)[nH]3)nnc2SCC(=O)Nc2cccc(C(F)(F)F)c2)c1	-1.6%	4.7	?	1.5%	6.0%	-1.4%	1.2%	-0.8%	-5.9%	-0.2%	-2.7%
O=[N+]([O-])c1ccc(COc2ncnc3ccccc23)cc1	0.0%	1.2	2.6%	9.9%	-1.8%	-7.6%	7.0%	-1.0%	-1.8%	0.3%	0.6%
O=C(CCNC(=O)Cn1ccc2ccccc2c1=O)NCCN1CCN(c2cccc(Cl)c2)CC1	-0.2%	26.9	-3.6%	7.0%	-1.0%	-3.1%	-6.9%	-4.0%	-15.4%	-0.1%	-4.7%
COc1ccc(-n2c(=S)[nH]c3cc(C(=O)NCc4ccco4)ccc3c2=O)cc1OC	-0.7%&0.1%	-0.3&-5.2	-9.2%&-31.3%	-9.7%&20.3%	-0.4%&3.0%	-12.3%&-4.2%	-10.4%&2.1%	0.6%&0.6%	1.6%&0.1%	-1.4%&2.3%	8.3%&3.3%
CC(=O)N1CCc2c(sc(NC(=O)CCS(=O)(=O)c3ccc(C)cc3)c2C(N)=O)C1	-0.2%	1.0	-35.5%	-17.9%	57.6%[activator]	-28.7%	-13.1%	4.4%	1.4%	1.5%	-4.4%
